S-ASM inh – Inhibitors of Secretory Acid Sphingomyelinase (S-ASM): qHTS | Potency, µM (series often up to 57.5 µM), for inactives: at the highest dose activity change, negative = inhibition, hits mostly inhibitors | placental ASM, HMU-PC fluorogenic substrate, 60 min | actives 0.006% (n = 340,000) | AID 504937, 2011 | Sphingomyelin phosphodiesterase (Homo sapiens), P17405; further: potency means the concentration at half of the fitted maximal effect
Target sequence (P17405 47-631 limits assumed): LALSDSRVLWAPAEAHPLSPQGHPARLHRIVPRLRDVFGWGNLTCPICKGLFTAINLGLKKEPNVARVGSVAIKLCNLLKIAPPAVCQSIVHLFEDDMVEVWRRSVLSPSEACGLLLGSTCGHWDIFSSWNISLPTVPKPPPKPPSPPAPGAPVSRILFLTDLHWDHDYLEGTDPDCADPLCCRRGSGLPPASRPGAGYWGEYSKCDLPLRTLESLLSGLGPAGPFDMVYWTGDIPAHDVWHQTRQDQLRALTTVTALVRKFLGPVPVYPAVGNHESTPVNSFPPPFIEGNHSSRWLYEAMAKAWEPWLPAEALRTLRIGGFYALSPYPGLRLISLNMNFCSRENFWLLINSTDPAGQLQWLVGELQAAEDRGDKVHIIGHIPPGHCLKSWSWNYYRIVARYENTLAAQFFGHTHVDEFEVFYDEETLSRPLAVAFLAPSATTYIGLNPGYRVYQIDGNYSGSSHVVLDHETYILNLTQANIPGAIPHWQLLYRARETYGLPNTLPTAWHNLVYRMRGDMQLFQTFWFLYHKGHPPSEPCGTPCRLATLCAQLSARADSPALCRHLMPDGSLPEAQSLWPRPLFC
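Human placenta-derived ASM preincubated with compound 10 min at room temperature, then reacted with 9 uM (final) fluorogenic HMU-PC substrate for 60 min at 37 C. Stop solution raises pH to 10; fluorescence read at Ex 386/Em 447 nm.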
Tb PFK inh – qHTS Assay to Find Inhibitors of T. brucei phosphofructokinase; ATP-dependent 6-phosphofructokinase (Trypanosoma brucei brucei), O15648; T. brucei PFK, ADP-Glo luminescence; Potency, µM (titrated, usually from 57.5 µM), for the others: top-dose activity, negative = inhibition, usual class: inhibitors; actives 0.17% (n = 330,000);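 further: potency means the concentration at half of the fitted maximal effect; 0% = uninhibited 1x PFK enzyme wells and -100% = no-enzyme wells; nearly all actives have a fitted effect of over 60% in size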
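In TEA buffer at pH 8.0 with 5 mM MgCl2, enzyme (1.25 nM) converted F6P (0.5 mM) and ATP (0.1 mM) for 45 min at room temperature. ADP product was read by luciferase luminescence.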
TCR act – Activators of T cell receptors: qHTS campaign | primary human leukocytes, anti-CD3, IL-2 HTRF, 48 h | Potency, µM (titrated, usually from 9.22 µM), for the others: at the top dose activation of IL-2 secretion, hits mostly activators | 330,000 tested, under 10 active; further: % of control where 0% means no effect
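IL-2 release read by HTRF sandwich (Eu cryptate donor, d2 acceptor, 665 nm emission) after 48 hr exposure of primary human leukocytes to compound together with anti-CD3 beads in the absence of co-stimulatory signals.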
ELG1 repair inh – qHTS screen for small molecules that inhibit ELG1-dependent DNA repair in human embryonic kidney (HEK293T) cells expressing luciferase-tagged ELG1. HEK293T ELG1-luciferase reporter, luminescence, 16 h; DNA damage induced by 5-fluorouridine. Potency, µM (titrated, usually from 46.1 µM), inactives show at the top dose activity change, negative = inhibition, most hits filed as inhibitors. actives 2.3% (n = 330,000); further: potency means the concentration at half of the fitted maximal effect; on the % scale 0 is the no-effect control and ±100 the full control effect; nearly all actives have a fitted effect of over 55% in size
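Step one: seed 2,000 cells per well. Step two: pin-transfer compound or DMSO alongside 5-fluorouridine. Step three: incubate 16 hr, 37 °C, 5% CO2. Step four: add ONE-Glo, wait 30 min, read luminescence.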
AT treatment – qHTS Assay for Identifying a Potential Treatment of Ataxia-Telangiectasia; AID 485349, 2010; […] A-T fibroblasts, KAP-1 phosphorylation AlphaLISA; neocarzinostatin DNA damage 30 min before lysis; Potency, µM (top dose mostly 57.5 µM), for inactives: top-dose activation, actives largely listed as activators; actives 0.19% (n = 320,000); further: potency means the concentration at half of the fitted maximal effect; % of control where 0% means no effect; nearly all actives have a fitted effect of over 45% in size
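hTERT-immortalized A-T patient fibroblasts ([…]), 500 cells/well in OPTI-MEM, 1% FBS, got compounds for 60 min, then NCS for 30 min at 37C. Lysates were then assayed for phospho-KAP-1 by AlphaLISA (anti-pKAP1 donor, anti-KAP1 acceptor beads), 6 hr at 25C.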
Eya2 inh – qHTS Assay for Inhibitors of the Phosphatase Activity of Eya2. recombinant Eya2, OMFP fluorescence dephosphorylation (OMFP is methylfluorescein phosphate). actives 0.006% (n = 330,000). Protein phosphatase EYA2 (Homo sapiens), O00167. AID 488837, 2010. Potency, µM (titrated, usually from 76.9 µM), for inactives: at the top dose activity, negative = inhibition, usual class: inhibitors; further: potency means the concentration at half of the fitted maximal effect; on the % scale 0 is the no-effect control and ±100 the full control effect
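Eya2 (0.2 uM) preincubated 10 min at ambient with compound, then OMFP substrate added at 50 uM; 10 min reaction in 50 mM HEPES pH 7.5, 50 mM NaCl, 5 uM MgCl2, 0.05% BSA, 1 mM DTT. Fluorescence read at Ex 485/Em 525 nm.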
TSHR antag – Antagonists of the Thyroid Stimulating Hormone Receptor: HTS campaign; actives 0.2% (n = 330,000); Thyrotropin receptor (Homo sapiens), P16473; AID 504810, 2011; TSHR-expressing cells, TSH-stimulated cAMP HTRF, 2 h; stronger effect = lower value; activity change, negative = inhibition, % at 11.5 µM;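 active means activity change below a set negative limit, meaning inhibition stronger than a set level, cut at about -70% in these data; inconclusive means activity change between two set negative limits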; further: on the % scale 0 is the no-effect control and ±100 the full control effect
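Antagonism was scored as loss of TSH-driven cAMP in TSHR cells, stimulated with 4nM TSH (EC80) for 2 hours at 37 deg C and detected by homogeneous HTRF competition immunoassay.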
BCR signal inh – qHTS Assay to Find Inhibitors of Chronic Active B-Cell Receptor Signaling; Potency, µM (series often up to 46.1 µM), for inactives: top-dose ratio change, negative = lower green/red ratio, most hits filed as inhibitors; ABC-DLBCL IkBa-CBG/CBR reporter, luminescence ratio, 4 h; actives 0.05% (n = 340,000); active means well fitted inhibition curve with a large enough effect in the signal ratio, with a control signal flat, not every such curve was filed as active; inconclusive means small, poorly fitted or top-dose-only effect, or effect the other way, or a change in a side signal; the % refers to the signal ratio;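 further: potency means the concentration at half of the fitted maximal effect; plate controls were basal doxycycline-induced cells for no effect and cells given 10 µM MG132 for full effect; MG132 reads +100%, hits lower the ratio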
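Concentration-response series (up to 46 uM) were applied to TMD8 dual-reporter cells for 4 h at 37C with doxycycline. Green/red ratio, after filter-overlap correction, defined %Activity; red signal alone was normalised to basal cells and zero luminescence.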
TSG101-PTAP inh – qHTS Assay for Iinhibitors of HIV-1 Budding by Blocking the Interaction of PTAP/TSG101. AID 493005, 2010. Fluorescence polarization, FITC-PTAP peptide / Tsg101 binding. 340,000 tested, under 10 active. Tumor susceptibility gene 101 protein (Homo sapiens), Q99816. Potency, µM (series often up to 115 µM), for the others: top-dose activity change, negative = inhibition, usual class: inhibitors; active means well fitted inhibition curve with a large enough effect in the main read-out, with a control signal flat, not every such curve was filed as active; inconclusive means small, poorly fitted or top-dose-only effect, or effect the other way, or a change in a side signal; inactive means no such curve, though single readings can be large or run the other way; further: potency means the concentration at half of the fitted maximal effect; % of control where 0% means no effect
Target sequence (Q99816 whole entry, looked up): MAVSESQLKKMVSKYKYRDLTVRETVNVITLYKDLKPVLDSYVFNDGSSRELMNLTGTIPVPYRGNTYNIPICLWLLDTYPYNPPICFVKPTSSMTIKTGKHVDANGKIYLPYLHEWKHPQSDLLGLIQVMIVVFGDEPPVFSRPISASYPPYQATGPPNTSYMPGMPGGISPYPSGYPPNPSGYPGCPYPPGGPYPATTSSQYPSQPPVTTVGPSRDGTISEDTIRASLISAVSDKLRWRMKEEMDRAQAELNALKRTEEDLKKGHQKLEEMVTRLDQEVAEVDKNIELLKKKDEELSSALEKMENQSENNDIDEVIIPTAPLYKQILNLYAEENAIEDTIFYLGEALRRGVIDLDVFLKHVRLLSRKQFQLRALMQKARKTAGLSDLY
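Fluorescence anisotropy tracks displacement of a FITC-tagged PTAP peptide (50 nM) from the Tsg101 binding domain (10 uM), following a 20 min room-temperature incubation at pH 7.5.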
a7 integrin act – qHTS for Activators of Integrin-Mediated Alleviation for Muscular Dystrophy | alpha7betagal myoblasts, beta-gal FDG fluorescence, 48 h | Potency, µM (top dose mostly 38.3 µM), for the others: at the highest dose activation, hits mostly activators | actives 0.064% (n = 350,000) | AID 624291, 2012;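 further: potency means the concentration at half of the fitted maximal effect; 100% = response of the positive control SU9516; nearly all actives have a fitted effect of over 60% in size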
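Alpha7betagal+/- myoblasts (passage 13) were plated 16-24 hr, then exposed to compounds (1:260 dilution of DMSO stock) for 48 hours at 37C. After MPER lysis, β-galactosidase reporter activity was read as FDG fluorescence (ex 480/em 540) after 30 minutes.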
Mito fusion yeast – qHTS Assay for Small Molecule Inhibitors of Mitochondrial Division or Activators of Mitochondrial Fusion. actives 0.23% (n = 320,000). AID 485298, 2010. S. cerevisiae fusion-defective mutant growth rescue, CellTiterGlo 48 h. Potency, µM (highest dose often 46.1 µM), for the others: at the top dose growth rescue (activation), hits mostly activators;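 further: potency means the concentration at half of the fitted maximal effect; % of control where 0% means no effect; nearly all actives have a fitted effect of over 45% in size; temperature-sensitive fusion mutants such as fzo1-1 at 37 °C on non-fermentable ethanol glycerol medium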
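Temperature-sensitive fusion-defective S. cerevisiae (e.g. fzo1-1, mgm1-5) were grown with compound in YPEG medium (3% ethanol, 3% glycerol) for 48 hours at 37C. Growth rescue was measured as viability by CellTiterGlo luminescence after 10 minutes at ambient.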
* hit, by the source's call; ? = inconclusive; / = no result given; [ ] = remark or other dose. Unless noted, the call rests on the fitted dose curve; in most records, active means well fitted curve in the direction sought with a large enough effect; inconclusive means small, poorly fitted or top-dose-only effect, or another doubt; inactive means no such curve, though single readings can be large; an effect the other way counts as inactive or inconclusive.

SMILES	S-ASM inh	Tb PFK inh	TCR act	ELG1 repair inh	AT treatment	Eya2 inh	TSHR antag	BCR signal inh	TSG101-PTAP inh	a7 integrin act	Mito fusion yeast
Cc1cc(C)cc(N2CC(C(=O)NC3CCCCC3)CC2=O)c1 (configuration not stated)	3%	-2%	0%	?	2%	-1%	3	0%	-1%	-22%	-4%
N#Cc1c(NC(=O)c2ccco2)sc2c1CCC2	0%	-3%	2%	?	5%	4%	3	0%	-5%	-3%	1%
CCNCc1cc2cc(C)ccc2[nH]c1=O	31%[activator]	1%	7%	4%	-7%	-1%	-1	12%	-6%	-21%	-5%
COc1ccc2[nH]c(C(=O)O)c(NS(=O)(=O)c3ccc(C)cc3C)c2c1	8%	0%	5%	3%	10%	1%	-5	-6%	-3%	-6%	-13%
Cc1c(NC(=O)c2c(N)n(-c3ccccc3)c3nc4ccccc4nc23)c(=O)n(-c2ccccc2)n1C	/	0%	4%[46.1 µM]	1%	3%	-11%	-6	?	/	/	-4%
[O-][n+]1onc2c1CCc1[nH]c(-c3ccccc3)nc1-2	-2%	-1%	-1%	?	1%	0%	-36	?	-10%	-32%	0%
Cc1nc(NC(=O)CSc2nnc(C3CC3)n2N)c(Cl)cc1Cl	3%	-1%	-2%	0%	-1%	?	/	1%	-1%	-27%	/
Cc1ccc(CNC(=O)Nc2ccc3c(c2)N(C)C(=O)CS3)cc1	-2%	8%	0%	?	3%	-5%	0	-8%	0%	2%	-2%
Cc1ccc(C2=NN3C(C(=O)c4ccccc4)Oc4ccccc4C3C2)cc1 (configuration not stated)	-1%	-9%	/	?	-5%	5%	-5	?	-2%	19%	?
COc1cc(SC)ccc1C(=O)OCC(=O)NC1CC1	-1%	-4%	2%	?	2%	-3%	-3	-2%	-3%	-6%	1%
CCOc1ccc(NC(=S)NC23CC4CC(CC(C4)C2)C3)cc1	6%	-4%	-1%	3%	-7%	-2%	12	1%	0%	15%	-13%
c1ccc2cc(C3CCCCC3)ncc2c1	5%	0%	-9%	?	-1%	10%	-17	?	-2%	-18%	/
CCN(C(=O)CSc1nnc(C)n1-c1cccc(C)c1)C1CCS(=O)(=O)C1 (configuration not stated)	0%	-5%	3%	8%	-1%	-1%	-9	-1%	0%	-23%	-3%
COc1ccc(C(C(C(=O)c2cccs2)N2CCOCC2)N2CCOCC2)cc1OC (configuration not stated)	4%	0%	/	-6%	-1%	0%	8	2%	-12%	-17%	-5%
CCOc1ccc(C(=O)Nc2cccc([N+](=O)[O-])c2)cc1Br	-1%	0%	0%[46.1 µM]	16%	1%	-4%	24	-5%	0%	-24%	10%
O=C(CCn1cnc2ccccc2c1=O)Nc1ccc2c(c1)OCCO2	0%	-3%	6%	29%	7%	15%	6	-8%	-6%	-37%[inhibitor]	-2%
CC(C)(C)C(=O)COC(=O)CNC(=O)c1ccc(Oc2ccccc2)cc1	-2%	4%	1%	2%	/	1%	11	-12%	-2%	7%	6%
C=CCn1c(SCC(=O)Nc2ccccc2CC)nnc1-c1ccncc1	1%	1%	2%	-11%	-2%	6%	0	-2%	-3%	-6%	-2%
O=C(Nc1cc([N+](=O)[O-])ccc1O)c1ccc2c(c1)C(=O)N(Cc1ccco1)C2=O	-8%	-1%	-2%	?	-6%	-2%	7	-2%	4%	35%	-1%
CCC/C=C1/CCCOC(C(=O)NCc2ccc(C)o2)(C(F)(F)F)C1 (configuration not stated)	-8%	8%	2%	0%	32%	5%	-24	?	-6%	-24%	/
CCOC(=O)c1cc(C)n(CCCN2CCOCC2)c1C	4%	2%	2%	11%	-6%	10%	-2	-22%	-4%	-1%	5%
Cc1[nH]c2ccccc2c1NC(=O)CN1CCN(Cc2ccc3c(c2)OCO3)CC1	/	-3%	/	-6%	-6%	-17%	-1	4%	/	/	-9%
CCOC(=O)N1CCC(N2C(=O)c3ccccc3C2Nc2ccc(C)cc2)CC1 (configuration not stated)	-1%	3%	-4%	-32%	2%	19%	4	3%	2%	-2%	-4%
CN1CCN(S(=O)(=O)c2cccc(C(=O)Nc3cc(Cl)ccc3N3CCOCC3)c2)CC1	-3%	-2%	-6%	1%	-6%	-11%	-7	0%	1%	-5%	-1%
CN(C)C(=O)CSc1nnc(Cc2ccccc2)n1Cc1ccco1	-2%	3%	2%[46.1 µM]	1%	-1%	6%	-2	5%	-5%	-20%	-1%

Of the compounds above, these contain an aryl thioether with sulfur outside any ring:
SMILES	S-ASM inh	Tb PFK inh	TCR act	ELG1 repair inh	AT treatment	Eya2 inh	TSHR antag	BCR signal inh	TSG101-PTAP inh	a7 integrin act	Mito fusion yeast
Cc1nc(NC(=O)CSc2nnc(C3CC3)n2N)c(Cl)cc1Cl	3%	-1%	-2%	0%	-1%	?	/	1%	-1%	-27%	/
COc1cc(SC)ccc1C(=O)OCC(=O)NC1CC1	-1%	-4%	2%	?	2%	-3%	-3	-2%	-3%	-6%	1%
CCN(C(=O)CSc1nnc(C)n1-c1cccc(C)c1)C1CCS(=O)(=O)C1 (configuration not stated)	0%	-5%	3%	8%	-1%	-1%	-9	-1%	0%	-23%	-3%
C=CCn1c(SCC(=O)Nc2ccccc2CC)nnc1-c1ccncc1	1%	1%	2%	-11%	-2%	6%	0	-2%	-3%	-6%	-2%
CN(C)C(=O)CSc1nnc(Cc2ccccc2)n1Cc1ccco1	-2%	3%	2%[46.1 µM]	1%	-1%	6%	-2	5%	-5%	-20%	-1%

Other entries.
SMILES	S-ASM inh	Tb PFK inh	TCR act	ELG1 repair inh	AT treatment	Eya2 inh	TSHR antag	BCR signal inh	TSG101-PTAP inh	a7 integrin act	Mito fusion yeast
O=C(COCc1cc(-c2ccc3c(c2)OCO3)on1)Nc1cccnc1	-11%	-2%	-4%	?	-7%	-4%	0	-5%	-1%	-14%	-7%
Cc1ccc(C(=O)NCC(=O)OCC(=O)c2cc(C)n(Cc3ccco3)c2C)cc1	-4%	3%	6%[46.1 µM]	21%	-4%	-6%	-13	11%	1%	14%	-6%
Fc1ccc(Nc2nc(-c3ccncc3)cs2)cc1	2%	-15%	-23%	?	1%	14%	15	2%	-3%	-9%	3%
COc1ccc(N2CCN(S(=O)(=O)c3ccc4c(c3)NC(=O)CS4)CC2)cc1	3%	-1%	-2%	11%	-4%	10%	-9	4%	-4%	-17%	3%
O=C(Cc1ccccc1)Nc1ccccc1C(=O)O	3%	4%	1%	?	/	6%	15	?	-2%	-11%	3%
O=C(Nc1ccc2c(c1)C(=O)OC2)c1ccc(F)cc1F	-3%	-1%	5%	?	-3%	2%	1	-20%	0%	-3%	7%
Cc1cc(C)n(CCCNC(=O)c2ccco2)n1	9%	2%	3%	12%	-9%	9%	-4	-5%	1%	?	2%
Cc1cccc(N2CCN(C(=O)c3ccccc3NC(=O)C3CC=CCC3C(=O)O)CC2)c1 (configuration not stated)	0%	-6%	1%	11%	1%	7%	6	1%	2%	1%	-3%
